# Screening results deposited in PubChem BioAssay by Vanderbilt High Throughput Screening Facility.
# GluA2 TARP mod – GluA2-stargazin AMPA receptor complex modulation | O88602+P19491 | HEK293 GluA2+stargazin, membrane potential dye (FDSS), glutamate EC50; hits were called plate by plate, in both directions | calls only at 30 µM | hit rate 3.5% among 40,000 | AID 1259245;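 active = any of four per-well response measures lying three or more SD from its plate-wide compound average, in either direction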
# Target sequence (O88602 whole entry, looked up): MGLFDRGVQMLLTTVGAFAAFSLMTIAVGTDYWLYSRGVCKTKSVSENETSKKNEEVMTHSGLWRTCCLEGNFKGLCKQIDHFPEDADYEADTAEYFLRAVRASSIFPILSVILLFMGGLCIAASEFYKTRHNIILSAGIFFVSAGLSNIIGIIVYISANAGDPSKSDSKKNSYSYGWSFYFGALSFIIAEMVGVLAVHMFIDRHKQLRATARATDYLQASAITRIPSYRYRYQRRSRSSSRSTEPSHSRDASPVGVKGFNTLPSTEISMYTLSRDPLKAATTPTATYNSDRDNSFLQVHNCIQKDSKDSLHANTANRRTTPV
# Target sequence (P19491 whole entry, looked up): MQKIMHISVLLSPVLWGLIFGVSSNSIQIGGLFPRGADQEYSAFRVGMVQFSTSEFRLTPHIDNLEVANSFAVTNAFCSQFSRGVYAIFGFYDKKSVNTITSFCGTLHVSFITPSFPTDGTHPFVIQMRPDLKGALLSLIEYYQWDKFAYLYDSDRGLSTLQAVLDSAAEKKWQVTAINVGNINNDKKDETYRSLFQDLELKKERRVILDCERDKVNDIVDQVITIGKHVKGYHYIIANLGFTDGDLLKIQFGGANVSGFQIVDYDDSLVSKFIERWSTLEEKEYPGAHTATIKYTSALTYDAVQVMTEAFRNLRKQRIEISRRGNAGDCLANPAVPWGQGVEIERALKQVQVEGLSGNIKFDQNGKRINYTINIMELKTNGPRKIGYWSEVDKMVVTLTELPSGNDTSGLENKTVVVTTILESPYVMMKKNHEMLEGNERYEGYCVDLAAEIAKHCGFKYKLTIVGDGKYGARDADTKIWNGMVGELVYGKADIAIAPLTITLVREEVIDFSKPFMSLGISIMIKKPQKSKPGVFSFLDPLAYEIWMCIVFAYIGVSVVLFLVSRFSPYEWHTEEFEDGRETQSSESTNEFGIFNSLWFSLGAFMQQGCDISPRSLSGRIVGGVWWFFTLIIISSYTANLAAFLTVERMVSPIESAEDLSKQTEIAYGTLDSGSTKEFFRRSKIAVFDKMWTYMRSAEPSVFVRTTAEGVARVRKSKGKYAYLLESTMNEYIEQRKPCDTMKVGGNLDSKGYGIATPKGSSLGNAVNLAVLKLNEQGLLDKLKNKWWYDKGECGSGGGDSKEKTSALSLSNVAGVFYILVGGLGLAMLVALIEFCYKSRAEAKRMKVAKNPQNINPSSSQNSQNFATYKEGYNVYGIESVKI
# GluA2 TARP mod agonism max-min – recorded beside GluA2 TARP mod, whose call it bears; compound max-min signal; compound-alone response (agonism);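 unitless range of fluorescence divided by baseline over first 100 seconds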
# GluA2 TARP mod glutamate slope – recorded beside GluA2 TARP mod, whose call it bears; glutamate slope, % of max; measured here: glutamate response slope, % max;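 scaled per plate between vehicle wells and maximal 1 mM glutamate control wells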
# * hit, by the source's call; i = inactive; + = active, no number; & = joins results of further samples.
item	GluA2 TARP mod	Molecule	GluA2 TARP mod agonism max-min	GluA2 TARP mod glutamate slope
1	i	COC(=O)N1CCC(CNC(=O)/C=C/c2ccccc2)CC1	0.072	68
2	i	Cc1ccc2nc(-c3ccc(NC(=O)Cn4cnc(C)cc4=O)cc3)sc2c1	0.093	55
3	i	CCOc1ccc(CCNc2nccn(-c3ccc(OC)c(Cl)c3)c2=O)cc1OCC	0.1	82
4	i	Cc1ccc(S(=O)(=O)N2CCN(c3ccc(-c4ccco4)nn3)CC2)c(C)c1	0.046	30
5	i	CCOc1ccc(-n2nnnc2CN2CCN(C(=O)CC)CC2)cc1	0.075	43
6	i	CCOC(=O)CN1CCN(c2nc3c(c(=O)[nH]c(=O)n3C)n2Cc2cccc(C)c2)CC1	0.084	-6
7	i	Cc1cc(C(=O)N2CCOCC2)nn1CC(=O)Nc1ccc(Cl)cc1	0.091	63
8	i	CCOC(=O)N1CCN(Cc2cc(Cl)c3cccnc3c2O)CC1	0.067	57
9	i	COc1ccc(N2CCCS2(=O)=O)cc1NC(=O)Nc1ccc(Cl)cc1	0.15	57
10	i	COc1cccc(NC(=O)CSc2nnnn2-c2ccccc2C(F)(F)F)c1	0.067&0.047	42&85
11	i	COc1cc(NS(=O)(=O)c2ccc(NC(=O)c3ccc(S(=O)(=O)N(CCC#N)CCC#N)cc3)cc2)nc(OC)n1	0.11	63
12	i	COc1ccc(SCCC(=O)Nc2cccc(Cl)c2Cl)cc1	0.1	52
13	i	COc1cc(S(=O)(=O)NCCCn2ccnc2)ccc1Cl	0.1	67
14	i	CCCCC1CCC(C(=O)N2CCN(c3ccc(-c4cccnc4)nn3)CC2)CC1 (centres undefined)	0.031	15
15	i	COc1ccccc1-c1nnc(NC(=O)c2cc(C)no2)o1	0.053	37
16	i	COc1ccc(Cl)cc1NC(=O)CSc1ccc(NC(=O)c2ccco2)nn1	0.095	45
17	i	CN1CCC(CNC(=O)C(=O)Nc2ccc(OC(F)(F)F)cc2)CC1	0.082	62
18	i	O=C(Nc1ccc2c(c1)N(C(=O)c1cccs1)CC2)c1cc(-c2ccccc2)on1	0.12	52
19	i	COc1ccc(NC(=O)c2nn(-c3ccc(F)cc3)cc2OCc2ccccc2)cc1OC	0.13	37
20	i	COCCNC(=O)Cn1nc2c(c1NC(=O)C13CC4CC(CC(C4)C1)C3)CSC2	0.068	55
21	i	COc1ccccc1OCC(=O)Nc1ccc(CC(=O)N2CCOCC2)cc1	0.057	36
22	i	CCc1ccc(C(=O)NCC2CCN(C(C)C)CC2)cc1	0.051	53
23	i	COC(=O)c1sccc1S(=O)(=O)N(CC(=O)NCc1ccccc1)c1ccccc1	0.029	45
24	i	Cn1cc(C(CNC(=O)c2ccco2)N2CCOCC2)c2ccccc21 (centres undefined)	0.14	47
25	i	CCOc1ccc(N2CCCn3c2nc2c3c(=O)n(CCc3ccccc3)c(=O)n2C)cc1	0.092	33
26	i	Cc1ccc(S(=O)(=O)NC(=O)c2ccccc2)c(C)c1	0.07	32
27	i	Cn1nc(CNC(=O)NCc2cccc3ccccc23)c2ccccc2c1=O	0.1	58
28	i	O=C1OC(C(=O)NCc2ccco2)Cc2ccc(Cl)cc21 (centres undefined)	0.11	58
29	i	CSc1nc(=O)[nH]c2c1CCC2	0.05	45
30	i	Cc1ccc(NC(=O)C(=O)NCC(c2cccn2C)N(C)C)cc1F (centres undefined)	0.048	56
31	i	O=C(O)COc1ncnc2ccccc12	0.12	46
32	i	COc1ccc(C)cc1NC(=O)CN1CCCN(Cc2ccccc2Cl)S1(=O)=O	0.072	72
33	i	C=CCc1c(C)nc2c(-c3ccccc3)cnn2c1N1CCN(C)CC1	0.11	43
34	i	Cc1cc([N+](=O)[O-])ccc1NC(=O)C(=O)NC1CCCC1	0.13	72
35	i	O=C(NCC1COC2(CCCCC2)O1)Nc1ccccc1 (centres undefined)	0.081	93
36	i	Cc1cc(C)c(S(=O)(=O)N2CCCCC2)c(C)c1N(C)S(=O)(=O)c1ccccc1	0.056	73

# Retrieved by structure from above (seven):
item	GluA2 TARP mod	Molecule	GluA2 TARP mod agonism max-min	GluA2 TARP mod glutamate slope
36	i	Cc1cc(C)c(S(=O)(=O)N2CCCCC2)c(C)c1N(C)S(=O)(=O)c1ccccc1	0.056	73
31	i	O=C(O)COc1ncnc2ccccc12	0.12	46
34	i	Cc1cc([N+](=O)[O-])ccc1NC(=O)C(=O)NC1CCCC1	0.13	72
29	i	CSc1nc(=O)[nH]c2c1CCC2	0.05	45
27	i	Cn1nc(CNC(=O)NCc2cccc3ccccc23)c2ccccc2c1=O	0.1	58
32	i	COc1ccc(C)cc1NC(=O)CN1CCCN(Cc2ccccc2Cl)S1(=O)=O	0.072	72
30	i	Cc1ccc(NC(=O)C(=O)NCC(c2cccn2C)N(C)C)cc1F (centres undefined)	0.048	56

# More structures.
item	GluA2 TARP mod	Molecule	GluA2 TARP mod agonism max-min	GluA2 TARP mod glutamate slope
37	i	O=C(CSCc1ccccc1)N(Cc1ccccn1)Cc1ccco1	0.13	49
38	i	CC(O)(CNC(=O)CN1C(=O)CCC1=O)c1ccc2c(c1)OCO2 (centres undefined)	0.13	49
39	i	O=C(CSCc1ccccc1)NCC1CCN(C(=O)Nc2ccc(F)cc2)CC1	0.07	51
40	i	O=C(NCCc1csc(-c2ccc(F)cc2)n1)c1ccc2nsnc2c1	0.083	61
41	i	O=C(Cn1cnc(-c2ccccc2)cc1=O)Nc1ccc(OC(F)(F)F)cc1	0.1	44
42	i	COc1ccccc1NC(=O)N1CCC(CNC(=O)C(=O)NCc2ccc3c(c2)OCO3)CC1	0.089	61
43	i	Cc1nnc2ccc(N3CCN(C(=O)Cc4cccc5ccccc45)CC3)nn12	0.12	38
44	i	CCOc1ccc(S(=O)(=O)Nc2ccc3c(c2)N(S(=O)(=O)c2ccc(C)cc2)CCC3)cc1	0.096	79
45	i	CC(C)OCCCNC(=O)CCCCCn1c(=S)[nH]c2ccc(Br)cc2c1=O	0.09	74
46	i	COc1cn(CC(=O)Nc2cc(C(F)(F)F)ccc2Cl)c(CSc2ncccn2)cc1=O	0.042	46
47	i	CCc1ccc(NC(=O)Cn2ccn(-c3ccc(OC)c(OC)c3)c(=O)c2=O)cc1	0.085	52
48	i	COc1cn(-c2ccc(F)cc2)nc1C(=O)Nc1cccc(SC)c1	0.069	59
49	i	O=C(NCCCn1ccnc1)C(=O)NCc1cccs1	0.071	68
50	i	COCCn1c(=O)c2c(nc3n2CCN3c2ccc(C)cc2C)n(C)c1=O	0.089	60
51	i	COc1ccc(C(=O)Nc2nnc(-c3ccc(OC)cc3)o2)cc1	0.18	68
52	i	Cc1ccc(Cl)cc1NC(=O)C(=O)NCC1CCN(Cc2ccccc2)CC1	0.083	66
53	i	COc1ccc(Br)c(C(=O)N2CCC(c3nnc(C(C)C)o3)CC2)c1	0.1	53
54	i	O=C(NCCN1CCOCC1)C(=O)Nc1cccc(N2CCCCC2=O)c1	0.046	40
55	i	CC(=O)c1sc(NC(=O)Cc2ccc(S(C)(=O)=O)cc2)nc1C	0.12	58
56	i	COc1ccc(S(=O)(=O)N2CCN(c3ccc(-c4cccnc4)nn3)CC2)cc1F	0.16	30
57	i	O=C(C1CCCO1)N1CCc2ccc(NS(=O)(=O)c3ccc(Cl)cc3)cc21 (centres undefined)	0.081	55
58	i	COc1ccc(CCn2c(N(CCO)CCO)nc3c2c(=O)[nH]c(=O)n3C)cc1	0.11	55
59	i	CCOc1ccc(C(=O)CN2CCN(c3ccc(F)cc3)CC2)cc1	0.066	37
60	+	CCc1cc(CC)n(-c2nc3c(c(=O)n(Cc4ccccc4)c(=O)n3C)n2CCOC)n1	0.2*	85*
61	i	CCOC(=O)c1ccc(NC(=O)c2cc3nc(C)ccc3o2)cc1	0.067	42
62	i	O=C(CSC1=NS(=O)(=O)c2ccccc2N1)Nc1cc(F)ccc1F	0.039	45
63	i	O=C(NC1CCCCC1)N1CCN(c2ccc3nncn3n2)CC1	0.05	29
64	i	CN1CCN(C(CNC(=O)C(=O)Nc2ccc(C(F)(F)F)cc2)c2cccn2C)CC1 (centres undefined)	0.065	47
65	i	CCN1C(=O)Cc2cc(NC(=O)Nc3ccc4c(c3)OCO4)ccc21	0.11	51
66	i	COc1ccc(OCC(=O)NC2C=CS(=O)(=O)C2)cc1 (centres undefined)	0.098	63
67	i	COc1ccc(S(=O)(=O)NCCc2csc(-c3ccc(C(F)(F)F)cc3)n2)cc1F	0.081	46
68	i	CC(C)(C)n1ncc2c(=O)n(NC(=O)COc3ccc(Cl)cc3)cnc21	0.032	33
69	i	O=C(Cc1ccc(NC(=O)c2ccccc2C(F)(F)F)cc1)NCc1cccs1	0.097	59
70	i	Cc1cc(=O)n(CC(=O)Nc2ccc(S(=O)(=O)Nc3ncccn3)cc2)cn1	0.087	57
71	i	Cc1cc(C)n(-c2cc(NCCNC(=O)Nc3cccc(C)c3C)ncn2)n1	0.083	65
72	i	COc1ccc(OC)c2[nH]c(=O)c(CCNC(=O)c3ccc(S(=O)(=O)N(C)C)cc3)cc12	0.11	74

# Look-ups from the list:
# GluA2 TARP mod glutamate slope result of entry 64 = 47
# GluA2 TARP mod glutamate slope result of entry 69 = 59
# GluA2 TARP mod agonism max-min result of entry 71 = 0.083
# GluA2 TARP mod agonism max-min result of entry 70 = 0.087
# GluA2 TARP mod glutamate slope result of entry 65 = 51

# Arranged by formula weight (highest first): 3 of the compounds above
item	GluA2 TARP mod	Molecule	GluA2 TARP mod agonism max-min	GluA2 TARP mod glutamate slope
32	i	COc1ccc(C)cc1NC(=O)CN1CCCN(Cc2ccccc2Cl)S1(=O)=O	0.072	72
17	i	CN1CCC(CNC(=O)C(=O)Nc2ccc(OC(F)(F)F)cc2)CC1	0.082	62
26	i	Cc1ccc(S(=O)(=O)NC(=O)c2ccccc2)c(C)c1	0.07	32

# Going on with the list.
item	GluA2 TARP mod	Molecule	GluA2 TARP mod agonism max-min	GluA2 TARP mod glutamate slope
73	i	CC(C)c1nnc(C2CCN(C(=O)c3cc(-c4ccc(F)cc4)nn3C)CC2)o1	0.088	62
74	i	CCOc1ccc(NC(=O)CC23CC4CC(CC(C4)C2)C3)cc1	0.055	39
75	i	COc1ccc(S(=O)(=O)Nc2ccc(C)c(N3CCCC3=O)c2)cc1C	0.1	60
76	i	O=C(CC1CCCC1)NCCOc1ccc2nnc(-c3ccccc3)n2n1	0.055	64
77	i	CS(=O)(=O)N1CCCC1C(=O)Nc1nnc(-c2cccs2)o1 (centres undefined)	0.12	55
78	i	CC(C)C(=O)N1CCc2ccc(NC(=O)CN3C(=O)CCC3=O)cc2C1	0.073	44
79	i	COC(=O)Cn1c(=O)c2c(nc3n(-c4cccc(C)c4C)c(C)c(C)n23)n(C)c1=O	0.057	31
80	i	O=C(Cc1ccc(Cl)cc1)NCCS(=O)(=O)N1CCN(Cc2ccccc2)CC1	0.062	41
81	i	COc1cccc(-n2nnnc2SCC(=O)Nc2ccccc2Cl)c1	0.07&0.04	54&106
82	i	COCCNC(=O)C(=O)Nc1c2c(nn1-c1ccc(OC)cc1)CS(=O)(=O)C2	0.097	62
83	i	O=C(NCCCn1ccnc1)C(=O)Nc1cccc(N2CCCCC2=O)c1	0.099	58
84	i	CSc1nc(-c2ccccc2)c(NC(=O)c2ccco2)s1	0.047	70
85	+	CCOC(=O)c1ccccc1NC(=O)CN1CCCN(Cc2ccccc2Cl)S1(=O)=O	0.044*	74*
86	i	Cc1ccc(Cl)c2sc(NC(=O)CCCS(=O)(=O)c3ccc(F)cc3)nc12	0.08	54
87	i	COc1cc(-c2noc(-c3cc(-c4cccs4)[nH]n3)n2)cc(OC)c1OC	0.12	65
88	i	CC1Cc2cc(-c3cc(CNC(=O)C4CCCC4)no3)ccc2O1 (centres undefined)	0.06	51
89	i	COc1cc(C(=O)N2CCN(c3ccc(N4CCCCC4C)nn3)CC2)cc(OC)c1OC (centres undefined)	0.11	56
90	i	Cc1ccc(NC(=O)C(=O)NCc2ccccc2Cl)cc1N1CCCC1=O	0.039	53
91	i	COC(=O)COc1ccc2c(c1)O/C(=C\c1c(F)cccc1Cl)C2=O	0.14	64
92	i	CCc1ccc(OCCS(=O)(=O)Nc2cc(Cl)ccc2C)cc1	0.15	92
93	i	CCCOc1cc(N2CCN(C(=O)Cc3ccc(Cl)cc3)CC2)nc(C)n1	0.042	67
94	i	O=C(Nc1ccc2c(c1)N(S(=O)(=O)c1ccc(F)cc1)CCC2)c1ccc(F)cc1Cl	0.085	67
95	i	CC(C)S(=O)(=O)c1cccc(C(=O)Nc2nc(-c3ccc(Cl)s3)cs2)c1	0.046	45
96	i	COC(=O)c1ccc(NC(=O)Cn2cc(OC)c(=O)cc2CSc2nccc(C)n2)cc1	0.045	60
97	i	CC(=O)N1CCc2c(sc(NC(=O)C3CCCN(S(C)(=O)=O)C3)c2C(N)=O)C1 (centres undefined)	0.085	35
98	i	COc1ccc(C2c3cccn3CCN2S(=O)(=O)c2ccccc2F)cc1OC (centres undefined)	0.072	58
99	i	O=C(c1ccc(CSc2nc(-c3ccc(Cl)cc3)cs2)o1)N1CCOCC1	0.075	60
100	i	COc1ccc(CCC(=O)NCC2CCN(C(=O)c3cccnc3SC)CC2)cc1	0.055	50
101	i	COc1ccccc1CNC(=O)CSc1ccc(NC(=O)c2ccccc2)nn1	0.043	41
102	i	CCCCOC(=O)Nc1ccc(N2CCOCC2)cc1	0.079	68
103	i	COc1ccc(Cl)c2sc(N(CC3CCCO3)C(=O)C3CCCC3)nc12 (centres undefined)	0.084	63
104	i	COc1cccc(NC(=O)NCCCn2nc(-c3ccco3)ccc2=O)c1	0.085	57
105	i	O=C(NCCN1CCn2cc(OCc3ccccc3)c(=O)cc2C1=O)c1cccs1	0.098	67
106	i	O=C(Cc1csc(NC(=O)c2ccc(=O)[nH]c2)n1)NCc1ccccn1	0.076	35
107	i	COc1ccc(CCNC(=O)CC2CSc3nc(C)cc(=O)n32)cc1OC (centres undefined)	0.067	40
108	i	COc1ccc(S(=O)(=O)NCCNc2ccc(Nc3ccncc3)nn2)c(C)c1C	0.17	57
109	i	COc1ccc(CCC(=O)NCCC(O)c2cccs2)cc1 (centres undefined)	0.081	68

# Some of the compounds tested. The share of hits here may be higher or lower than overall.
